rad50: NCI yeast anticancer drug screen, S. cerevisiae rad50 strain; % growth inhibition at 50 µM; 79,000 compounds, 10% hits; AID 155;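 also: 0% = growth of vehicle-only cultures of the same strain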
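DNA repair mutant yeast, compound exposure, growth read-out; inhibition is taken relative to vehicle.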
bub3: NCI yeast anticancer drug screen, S. cerevisiae bub3 mutant strain. % growth inhibition at 50 µM. 78,000 compounds, 9.9% hits. AID 167;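 also: 0% = growth of vehicle-only cultures of the same strain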
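Readout: yeast growth inhibition, expressed relative to vehicle-only wells. The test organism is a mutant strain from a panel with lesions in DNA repair or checkpoint genes.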
sgs1 mgt1: NCI yeast anticancer drug screen, S. cerevisiae sgs1 mgt1 strain; growth inhibition, % at 50 µM; 78,000 compounds, 10% hits; AID 161;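 also: 0% = growth of vehicle-only cultures of the same strain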
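Read-out: growth inhibition vs vehicle controls. Cells: mutant yeast strain deficient in DNA damage repair.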
yeast mlh1 rad18: NCI yeast anticancer drug screen, S. cerevisiae mlh1 rad18 strain; 79,000 compounds, 11% hits; growth inhibition, % at 50 µM;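 also: 0% = growth of vehicle-only cultures of the same strain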
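Test agents were incubated with a yeast strain of defined genotype (DNA damage repair defect). Inhibition of growth was derived by comparison with vehicle-exposed cultures.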
cln2 rad14: NCI yeast anticancer drug screen, S. cerevisiae cln2 rad14 strain. 78,000 compounds, 8.3% hits. % growth inhibition at 50 µM;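 also: 0% = growth of vehicle-only cultures of the same strain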
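Growth of compound-exposed yeast (cln2 rad14 genotype) measured and expressed as inhibition relative to vehicle.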
yeast mec2-1: NCI yeast anticancer drug screen, S. cerevisiae mec2-1 strain; % growth inhibition at 50 µM; 79,000 compounds, 9% hits; AID 157;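 also: 0% = growth of vehicle-only cultures of the same strain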
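Vehicle-treated cultures served as reference for growth inhibition of compound-exposed mec2-1 yeast.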
An asterisk follows results filed as active. Rule as the data show it: active = growth inhibition above about 70%; inactive = the rest. Not a hit list; about 14% have a hit in one of these screens.

SMILES	rad50	bub3	sgs1 mgt1	yeast mlh1 rad18	cln2 rad14	yeast mec2-1
Cc1ccc(-n2c(=O)nc([O-])[n+]3ccccc23)cc1	-3	-4	-8	7	-25	-7
CC(C)(C)OC(=O)/N=C/c1c(O)c2ccccc2oc1=O	-37	-17	-22	-26	10	-20
O=C(N(O)c1ccccc1Cl)C(O)(c1ccccc1)c1ccccc1	28	31	59	75*	37	17
Cc1ccc(C(=O)Nc2ccc3c(c2)Cc2ccccc2-3)cc1	-19	-21	-7	-11	-5	-24
N#CC1(O)CCCCCCCCCCC1	-3	5	-1	-38	34	31
Cc1cc(O)c(C(C)C)cc1CN1CCCCC1	0	-3	-14	-3	0	-25
CC1(C)C2CC3C(C(=O)O)C(C(=O)O)CCC3(C2)C1OC=O (stereo not drawn)	-2	10	-10	-3	3	17
CC1C(c2ccccc2)=CCON1c1ccccc1 (stereo not drawn)	-3	-4	-24	-28	13	-17
COC(=O)/C(=N\O)C(C(=O)C=C(C)C)C(=O)C(=O)Nc1ccccc1C (stereo not drawn)	-6	-14	-8	-18	7	-22
CCSC(SCC)C(OC(=O)c1ccccc1)C(OC(=O)c1ccccc1)C(COC(c1ccccc1)(c1ccccc1)c1ccccc1)OC(=O)c1ccccc1 (stereo not drawn)	-7	-8	-24	-12	-20	-10
Cc1cc([N+](=O)[O-])ccc1NC(=O)N(C)CCOC(=O)Nc1ccccc1	84*	89*	89*	88*	86*	89*
Cc1c(Cl)cccc1NC(=O)c1cccc(C(=O)Nc2cccc(Cl)c2C)c1	6	-2	5	11	23	-6
O=C(O)CCc1c2ccc(=O)cc-2oc2cc(O)ccc12	-2	7	-1	15	15	15
Cc1ccccc1Sc1ncnc2ccccc12	85*	38	55	71*	5	74*
COc1cc2c(c(OC)c1OC)-c1ccc(OC)c(=O)cc1[C@@H](NC(=O)c1ccc([N+](=O)[O-])cc1)CC2	19	2	-5	-43	-7	8
CCOC(=O)C(/C=N/Nc1ccc([N+](=O)[O-])cc1[N+](=O)[O-])Oc1cccc(OC)c1 (stereo not drawn)	-9	-9	-20	-2	-15	-8
CCOC(=O)C(C(=O)OCC)=C1SC(=Nc2ccccc2)C(=Nc2ccccc2)N1c1ccccc1	-12	20	-5	2	9	-18
OC(c1ccc(Cl)cc1)c1ccc(Cl)cc1	79*	99*	75*	85*	85*	98*
O=C(OC1CCCc2ccccc21)c1ccc(N=Nc2ccccc2)cc1 (stereo not drawn)	-8	-5	-3	4	-67	10
CCOC(=O)CCCS(C)(=O)=O	-26	-2	-32	7	-18	-20
NC(=S)Nc1ccccc1O	50	80*	41	59	8	51
O=C1OC(c2ccccc2)=C2CCC3CCCCN1C23 (stereo not drawn)	-2	35	13	9	23	-30
CC(C)CCN(C(=O)CCl)c1ccccc1	59	34	52	64	15	33
CC(=O)Nc1ccc(OC(=O)Nc2ccc(F)c([N+](=O)[O-])c2)cc1	3	35	16	27	3	53
O=C1CCc2nc(-c3ccccc3)ncc21	9	-2	2	-1	-6	0

Next section:
SMILES	rad50	bub3	sgs1 mgt1	yeast mlh1 rad18	cln2 rad14	yeast mec2-1
O=[N+]([O-])C1C2C=CC(C2)[C@H]1c1ccc(Cl)cc1Cl (stereo partly drawn)	89*	92*	92*	89*	89*	93*
Cc1ccc2c(CC#N)c[nH]c2c1	3	12	-4	14	0	-7
C=C=C(C)C(=O)N(C(C)C)C(C)C	19	5	26	17	24	18
CCN(CC)CCC1CCNCC1	0	-4	-2	6	16	-25
CN1CCC(CO)CC1	-13	12	-3	-8	9	-3
C/C(=N/NC(=O)CC(=O)N(C(=O)c1ccccc1Cl)c1ccc(C)cc1)c1cc2ccccc2oc1=O	-20	-13	-17	-6	-5	-11
CCOC(=O)c1cccc(N)c1C(=O)OCCN(CC)CC	2	19	-4	4	-25	0
O=Cc1ccc(C(=O)O)cc1O	9	5	-3	6	-8	-9
Cc1nc(Nc2ccccc2Cl)sc1C(=O)CC(=O)C(=O)Nc1c(Cl)cccc1Cl	-18	22	19	5	-2	2
COC(C(=O)Nc1ccc(C)cc1)(c1ccccc1)c1ccccc1	7	13	-8	24	1	7
C#CCNCc1ccccc1	67	77*	89*	59	29	36
CN(C)C(=O)c1cccc([N+](=O)[O-])c1	1	13	-5	32	3	-4
CC(=O)OCC1OC(OC2OC(COC(C)=O)C(OC(C)=O)C(OC(C)=O)C2OC(C)=O)C(OC(C)=O)C(OC(C)=O)C1OC(C)=O (stereo not drawn)	-6	-4	3	5	-3	8
N#CC(N)=Nc1ccccc1	19	22	18	31	18	11
CCN(CC)CCOC(=O)COc1ccc(Cc2ccccc2)cc1	15	-9	14	11	16	4
CCOC(=O)/C=C1/Nc2cc(F)c(F)cc2NC1=O	-36	15	16	-56	14	14
CC(Nc1ccc(Cl)c(Cl)c1)c1ccncc1 (stereo not drawn)	86*	86*	80*	83*	84*	86*
C1CCC(N(CCN(C2CCCCC2)C2CCCCC2)C2CCCCC2)CC1	-39	6	-27	-12	15	-33
NC1C2C3C=CC(C3)C12 (stereo not drawn)	12	-5	-6	9	-29	-4
O=[N+]([O-])c1ccc(-c2cc[cH-]c2)cc1.[Fe+2].c1cc[cH-]c1	-4	18	14	-1	3	14
Nc1ccn(C2OC(COP(=O)(O)O)C(O)C2O)c(=O)n1 (stereo not drawn) (tested in a mixture with another compound)	-4	1	-1	14	-44	-4
CC(COC(=O)c1ccccc1)[N+](=O)[O-] (stereo not drawn)	-6	-19	-15	-6	-12	-27
COc1cc2c(cc1CCCc1cc(OC)c(OC)c(OC)c1)OCO2	39	58	45	32	16	15
CCc1ccc(O)cc1	-3	-12	13	6	6	-26
O=[N+]([O-])c1ccc(/C=N/Nc2nnc3c4ccccc4c4ncccc4c3n2)o1	-21	-34	-24	17	-30	-15

Following part.
SMILES	rad50	bub3	sgs1 mgt1	yeast mlh1 rad18	cln2 rad14	yeast mec2-1
N#CCC(=O)N/N=C(\C(=O)Nc1ccc(Cl)c(Cl)c1)C1CN(c2ccccc2)N=C1N (stereo not drawn)	24	0	-12	-8	-44	7
CC(C)N1CCOC1c1ccc(Cl)cc1 (stereo not drawn)	18	-3	7	9	-1	-7
Clc1ccccc1C1N2CCCCC2[C@@H]2c3[nH]c4ccccc4c3CCN12 (stereo partly drawn)	-15	13	9	2	9	-1
NC(=O)Nc1c([N+](=O)[O-])cc(C(F)(F)F)cc1[N+](=O)[O-]	4	13	12	34	-3	17
COc1ccc2c(c1)C1c3ccccc3CCN1CCC2 (stereo not drawn)	21	-8	-23	6	24	21
CC1N=C(SCc2c(F)cccc2Cl)N2C(C)N=C(SCc3c(F)cccc3Cl)N12 (stereo not drawn)	19	2	5	14	11	-22
Nc1cc(=O)[nH]c(=S)[nH]1.[Pd]	20	-4	13	36	71*	19
COc1ccc(N=Cc2cc(Br)cc(Br)c2O)cc1.COc1ccc(N=Cc2cc(Br)cc(Br)c2O)cc1.[Co]	74*	63	91*	81*	53	80*
O=C(O)Cn1ncn(NC(=O)Cc2ccccc2)c1=S	-28	-38	-24	2	-51	-24
NC(N)=N/N=C(\c1ccc(F)cc1)c1ccc(C(F)(F)F)cc1	73*	84*	80*	86*	-13	30
CC/C(=C\c1cccc(OC)c1)c1ccncc1	95*	95*	95*	94*	90*	94*
Nc1ncc2nc3c4ccccc4c(=O)cc-3oc2n1	-14	-2	-9	-23	0	-5
COCCOCCOC(=O)Cc1ccccc1	12	-3	7	1	-10	3
CN/N=C(/C=C/c1ccccc1)C(C)C	-6	20	19	-36	14	1
Cc1ccc2c3c1CCCN3CCC2	3	-1	16	9	62	-4
Cc1oc2cc(O)ccc2c(=O)c1-c1ccccc1Br	10	16	17	27	-25	25
CCS(=O)(=O)/C=C\S(=O)(=O)CC	37	88*	47	69	-13	47
CC(O)Cc1cccs1 (stereo not drawn)	-33	-33	-26	-20	-1	-48
C(=C/c1ccc2c(c1)OCO2)/c1ccccc1	-16	11	12	3	-3	10
CNc1ccccc1C(=O)N/N=C/c1ccc(OC)cc1	0	18	7	-21	-4	-4
Brc1ccc2nc(-c3ccccc3)c3ccccc3c2c1	-14	15	-2	-3	-25	0
CO[C@@H]1C(=O)C=CO[C@H]1CO[Si](C)(C)C(C)(C)C	13	14	3	16	39	10
N=C1C(=O)c2ccccc2-c2ccccc21	96*	97*	97*	96*	91*	96*
O=C(O)c1ccc(NCC(O)COc2ccc([N+](=O)[O-])cc2)cc1 (stereo not drawn)	-7	-4	-3	0	5	5
Nc1ccc(S(=O)(=O)N/N=C/c2ccco2)cc1	27	-51	3	-15	2	-25

(further entries)
SMILES	rad50	bub3	sgs1 mgt1	yeast mlh1 rad18	cln2 rad14	yeast mec2-1
CCOC(=O)NC(Nc1ccc(C)cc1)(C(F)(F)F)C(F)(F)F	-5	-3	-28	-11	-25	-21
O=c1c[n+]([O-])c2ccccc2n1O	11	-6	4	12	-27	-4
CSSC(SC)SC	32	-12	14	30	-21	-8
O=c1cc(-c2ccccc2)[nH]c2ncccc12	-37	-20	-37	-66	-9	-49
O=C(O)C1C(C(=O)Nc2ccc3c(c2)Cc2ccccc2-3)C2(Cl)C(Cl)=C(Cl)C1(Cl)C2(Cl)Cl (stereo not drawn)	98*	98*	99*	98*	98*	99*
COc1ccc(C(=O)CCC(=O)O)cc1OC	-6	-3	-5	18	-33	-17
CC(C)[Si]1(C(C)C)OCC2OC(n3cnc4c(N)ncnc43)C(N)C2O[Si](C(C)C)(C(C)C)O1 (stereo not drawn)	90*	86*	89*	87*	89*	90*
C=CCNC(N)=O	25	-6	22	20	9	9
O=c1cnn(C2OC(COP(=O)(O)OP(=O)(O)O)C(O)C2O)c(=O)[nH]1 (stereo not drawn)	-42	-19	-13	12	-7	17
C=C1CC(C2CCC(C)(C)C2)OC1=O (stereo not drawn)	14	2	9	-1	17	8
CC1=C(/C=C/C2=CC(=C\C(=O)O)/CC(C3=C(C)CCCC3(C)C)C2)C(C)(C)CCC1 (stereo not drawn)	47	42	43	54	45	50
C[n+]1ccccc1/C=C/c1ccc2c(c1)OCO2	18	30	22	7	0	6
COC(=O)C1CCCCCCC1=O (stereo not drawn)	2	6	-3	0	-16	6
CCOC(=O)c1c[nH]c2ccccc2c1=O	2	-8	0	2	-16	-9
Brc1ccc(-c2ccc(Br)cc2)cc1	-4	-19	6	-5	-44	-4
C=CCNC(=O)Oc1cccc(NC(=O)OC)c1	10	4	5	-5	-28	3
O=C(c1ccccc1)c1[nH]c2ccccc2c(=O)c1-c1ccc([N+](=O)[O-])cc1	98*	98*	98*	98*	98*	97*
Cc1ccc(C(=O)OCCN2CCN(c3ccccc3)CC2)c([N+](=O)[O-])c1OCc1ccccc1	87*	73*	89*	91*	74*	64
CCCCCCCCCCCCCCCCCC(N)=O	5	-2	3	25	-16	-14
CCOC(=O)C(Cc1ccc(OC)c(C#N)c1)NC(C)=O (stereo not drawn)	-9	13	25	2	-8	8
CC(=O)OCCN1CCOC(O)(c2cccc(C(F)(F)F)c2)C1 (stereo not drawn)	-6	-3	-13	-17	-55	-18
Cc1ccc(C)c(NC(=S)Nc2ccccc2)c1	1	54	4	2	-25	-9

Arranged by count of non-hydrogen atoms (lowest first): 13 of the compounds above.
SMILES	rad50	bub3	sgs1 mgt1	yeast mlh1 rad18	cln2 rad14	yeast mec2-1
C=CCNC(N)=O	25	-6	22	20	9	9
CSSC(SC)SC	32	-12	14	30	-21	-8
O=c1c[n+]([O-])c2ccccc2n1O	11	-6	4	12	-27	-4
Brc1ccc(-c2ccc(Br)cc2)cc1	-4	-19	6	-5	-44	-4
CCOC(=O)c1c[nH]c2ccccc2c1=O	2	-8	0	2	-16	-9
COc1ccc(C(=O)CCC(=O)O)cc1OC	-6	-3	-5	18	-33	-17
C[n+]1ccccc1/C=C/c1ccc2c(c1)OCO2	18	30	22	7	0	6
CCCCCCCCCCCCCCCCCC(N)=O	5	-2	3	25	-16	-14
CCOC(=O)NC(Nc1ccc(C)cc1)(C(F)(F)F)C(F)(F)F	-5	-3	-28	-11	-25	-21
O=c1cnn(C2OC(COP(=O)(O)OP(=O)(O)O)C(O)C2O)c(=O)[nH]1 (stereo not drawn)	-42	-19	-13	12	-7	17
O=C(c1ccccc1)c1[nH]c2ccccc2c(=O)c1-c1ccc([N+](=O)[O-])cc1	98*	98*	98*	98*	98*	97*
CC1=C(/C=C/C2=CC(=C\C(=O)O)/CC(C3=C(C)CCCC3(C)C)C2)C(C)(C)CCC1 (stereo not drawn)	47	42	43	54	45	50
CC(C)[Si]1(C(C)C)OCC2OC(n3cnc4c(N)ncnc43)C(N)C2O[Si](C(C)C)(C(C)C)O1 (stereo not drawn)	90*	86*	89*	87*	89*	90*
